Tb PYK inh – qHTS of Trypanosoma Brucei Inhibitors; pyruvate kinase (Trypanosoma brucei), Q57TT1; TbPYK enzyme, Kinase-Glo Plus ATP luminescence, 45 min; Potency, µM (highest dose often 76.8 µM), for the others: at the top dose activity, negative = inhibition, usual class: inhibitors; 410,000 compounds, 0.12% hits; AID 624173, 2012; also: potency is read from the fitted curve at half-maximal effect; % is scaled to controls: 0 for no effect and ±100 for the full control effect; nearly all actives have a fitted effect of over 50% in size
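T. brucei PYK with substrate was exposed to pin-transferred compounds across a concentration series, then started with 130 uM ADP (final). After 45 min at room temperature, Kinase-Glo Plus luminescence was read, normalized and curve-fitted.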
Pf growth 48h – Primary qHTS for delayed death inhibitors of the malarial parasite plastid, 48 hour incubation; P. falciparum luciferase growth in erythrocytes, 48 h; 310,000 compounds, 5.9% hits; Potency, µM (titrated, usually from 28.7 µM), for inactives: at the top dose activity change, negative = inhibition, most hits filed as inhibitors; also: potency is read from the fitted curve at half-maximal effect; % is scaled to controls: 0 for no effect and ±100 for the full control effect
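First compound was added to culture medium, then infected red cells at 0.1% parasitemia and 2% hematocrit (final). After incubation at 37 C under 5% CO2, luciferase detection reagent was dispensed and light output recorded.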
LmPK inh – qHTS Assay for Inhibitors of Leishmania Mexicana Pyruvate Kinase (LmPK) | Q27686 | purified LmPK, Kinase-Glo ATP luminescence, 1 h | Potency, µM (titrated, usually from 57.5 µM), for the others: at the highest dose activity change, negative = inhibition, usual class: inhibitors | 290,000 compounds, 0.37% hits; also: potency is read from the fitted curve at half-maximal effect; % is scaled to controls: 0 for no effect and ±100 for the full control effect
Target sequence (Q27686 whole entry, looked up): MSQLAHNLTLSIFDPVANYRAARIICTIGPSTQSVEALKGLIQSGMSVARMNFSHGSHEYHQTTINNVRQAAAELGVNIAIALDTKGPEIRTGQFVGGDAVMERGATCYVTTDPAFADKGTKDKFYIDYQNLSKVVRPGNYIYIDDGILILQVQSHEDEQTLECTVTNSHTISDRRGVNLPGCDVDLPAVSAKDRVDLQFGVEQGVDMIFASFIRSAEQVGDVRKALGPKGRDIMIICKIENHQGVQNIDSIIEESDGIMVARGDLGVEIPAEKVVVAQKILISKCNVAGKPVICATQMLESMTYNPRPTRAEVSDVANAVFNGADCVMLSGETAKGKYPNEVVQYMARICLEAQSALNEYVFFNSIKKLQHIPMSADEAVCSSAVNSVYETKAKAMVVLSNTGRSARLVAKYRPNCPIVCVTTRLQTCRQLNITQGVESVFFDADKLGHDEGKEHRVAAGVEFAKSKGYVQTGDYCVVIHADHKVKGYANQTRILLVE
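ATP generated from ADP (0.1 mM) and PEP (0.5 mM) by 0.1 nM LmPK over 1 h at room temperature (pH 7.2 imidazole buffer) was detected by coupled luciferase luminescence. Values were normalized to uninhibited and no-enzyme wells.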
AMA1 RON2 block – qHTS for Inhibitors of AMA1-RON; Towards Development of Antimalarial Drug Lead: Primary Screen | Potency, µM (doses to about 58.2 µM), for the others: at the highest dose activity change, negative = inhibition, most hits filed as inhibitors | AlphaScreen AMA1-biotinylated RON2 peptide binding | 360,000 compounds, 0.2% hits | Plasmodium falciparum AMA1 (3D7) - RON2 peptide interaction | AID 720542, 2013;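 also: potency is read from the fitted curve at half-maximal effect; 0% = vehicle wells and -100% = peptide control; nearly all actives have a fitted effect of over 45% in size; some results filed as inactive show a strong effect at the top dose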
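AMA1 (3D7) with his tag at 25 nM final met compounds first, then biotinylated RON2 peptide at 25 nM; detection used donor plus acceptor beads, 10 µg/mL apiece, read by AlphaScreen after 30 min at room temperature.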
Pf growth 96h – Primary qHTS for delayed death inhibitors of the malarial parasite plastid, 96 hour incubation; P. falciparum luciferase reporter growth, 96 h; Potency, µM (series often up to 28.7 µM), inactives show at the highest dose activity change, negative = inhibition, most hits filed as inhibitors; 320,000 compounds, 6.9% hits; AID 504834, 2011; also: potency is read from the fitted curve at half-maximal effect; % is scaled to controls: 0 for no effect and ±100 for the full control effect
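Plates of compound plus infected erythrocytes (2% hematocrit, 0.05% parasitemia final) incubate 96 hours, 37 C, 5% CO2. Detection reagent added; reduced luminescence from the parasites' luciferase reporter flags inhibition.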
Cycloheximide cs – Cycloheximide Counterscreen for Small Molecule Inhibitors of Shiga Toxin; cell reporter, cycloheximide protein synthesis inhibition counterscreen; max response, %; 300,000 compounds, 12% hits; in the data active = max response mostly above about 13%, no sharp cut-off; inactive = mostly below about 14%; also: read at 38.3 µM for the half of the compounds with a filed dose; 0% is about no effect
Shiga toxin inh – A qHTS for Small Molecule Inhibitors of Shiga Toxin. Vero cells, Shiga toxin protein synthesis inhibition reporter. inhibition, % at 38.7 µM. 290,000 compounds, 9.2% hits. AID 2315, 2010; in the data active = inhibition mostly above about 28%, no sharp cut-off; inactive = mostly below about 43%; also: 0% is about no effect
Numbers without * were called inactive; u = inconclusive; x = not tested or not shown; [ ] = another dose, or the depositor's remark. Unless noted, calls follow the shape of the dose curve; as a rule, active = well fitted curve in the direction sought with a large enough effect; inconclusive = small, poorly fitted or top-dose-only effect, or another doubt; inactive = no such curve, though single readings can be large; an effect the other way counts as inactive or inconclusive.

structure	Cycloheximide cs	LmPK inh	Shiga toxin inh	Pf growth 48h	Pf growth 96h	Tb PYK inh	AMA1 RON2 block
CCOc1ccc(-n2c(Cc3cc(=O)[nH]c(=O)[nH]3)nnc2SCC)cc1	0.2	-2.0%	10.5	7.9%	u	0.7%	6.5%
COc1ccccc1Oc1ccc(N/C=C2/CCCC2=O)cc1	15.4*	-0.6%	33.6	u	u	-5.7%	-5.7%
COc1ccc(NC(=O)Nc2ccc(F)cc2F)cc1	38.0*	u	67.7*	160.1%[activator]	-15.0%[5.75 µM]	0.3%	6.9%
CCCCN(CCCC)S(=O)(=O)c1ccc(OC)c2ncccc12	-3.5	-7.5%	-41.8	-21.9%	-7.8%	3.4%	1.7%
N#CC1=C(Nc2ccccc2)SC=C(c2ccc(Cl)c(Cl)c2)N=C1N1CCOCC1	6.7	3.0%	-3.7	13.1µM*	u	-11.7%	-0.7%
Cc1cc2c(n1-c1ccc(Br)cc1)CC(C)(C)CC2=O	-1.2	4.3%	-4.5	x	-24.6%	-2.2%	-22.2%
O=C1CC(c2ccccc2)n2nc(NC(=O)c3ccccn3)nc2N1 (centres undefined)	10.2	-5.0%	45.3	11.1%	-13.7%	6.2%	-25.0%
CCCCC1(C(=O)OCC)CC(CSC(=N)N)OC1=O (centres undefined)	-2.2	-4.2%	16.5	4.8%	49.1%[activator]	-3.4%	-1.8%
CCCC/C(=N/O)c1c(C)[nH]c2ccccc12	-1.0	2.0%	-7.9	-18.6%	19.3%	-4.6%	0.3%
Nc1ccc2c3c(cccc13)C(=O)N(c1ccccc1)C2=O	12.4	-3.5%	7.6	33.0%	0.2%	5.6%	4.7%
Cc1ccc(CN(C)CC(=O)Nc2ccc3c(c2)CCC3)cc1	-3.0	1.9%	-2.2	7.3%	31.2%[activator]	-5.5%	8.6%
Cc1nc(N)nc(Cl)c1Cc1ccc(Cl)cc1	-7.1	-4.6%	17.1	u	-12.6%	-4.5%	17.2%
N=c1n(-c2ccccc2)c(O)cc(=O)n1-c1ccccc1	-2.2	-0.5%	-8.3	4.6%	22.5%	-4.7%	4.4%
COc1cc(SC)ccc1C(=O)N1CCN(c2ccccc2)CC1	1.0	3.9%	-9.1	1.4%	51.2%[activator]	4.5%	-14.8%
COc1ccc(S(=O)(=O)Nc2ccccc2OC)cc1NC(=O)Cc1cccs1	4.8	-0.9%	-9.2	-3.1%	-16.3%	8.7%	-4.8%
CC(=O)Nc1ccc(NC(=O)COC(=O)c2ccccn2)cc1	1.1	3.8%	-4.4	18.0%	0.3%	-20.8%	22.3%
CC(C(=O)N1CCCC1)c1ccc([N+](=O)[O-])cc1 (centres undefined)	5.0	3.6%	-2.6	6.4%	14.7µM*	2.1%	3.4%
Cc1nn(-c2ncc(C(F)(F)F)cc2Cl)c(=O)n1-c1ccccc1Cl	5.7	5.9%	-5.4	x	-1.8%	-2.3%	18.3%
O=C(Cn1ncc(Cl)c(Cl)c1=O)Nc1ccc2c(c1)OCO2	x	x	x	-15.1%	-4.3%	3.6%	-10.4%
C#CCOc1ccccc1CNC1CCN(Cc2ccccc2)CC1	-2.1	-1.5%	12.3	9.28µM*	13.1µM*	-3.5%	6.9%
Cn1c(=O)c2c(SCc3cccc(C(F)(F)F)c3)nc(-c3ccco3)nc2n(C)c1=O	-5.9	3.3%	-20.8	u	u	0.2%	-1.0%
CCOC(=O)c1c(C)nc2c(c1-c1cc(OC)c(OC)c(OC)c1)C(=O)c1ccccc1-2	-4.6	3.0%	-5.4	7.9%	x	-15.7%	-5.7%
O=C(Nc1ccccn1)NC12CC3CC(CC(C3)C1)C2	2.7	0.9%	2.7	-20.3%	-4.0%[5.75 µM]	2.0%	-3.5%
O=C(CCN1CCCCC1=O)NC1CCCc2c1cnn2-c1ccccc1F (centres undefined)	0.6	7.7%	-15.4	25.6%	u	-4.3%	10.3%
Nc1ncc(Br)cc1S(=O)(=O)NCCC(=O)N1CCN(c2ccccc2)CC1	-6.0	4.2%	-8.9	6.57µM*	34.1%[activator]	-4.6%	4.5%
O=C(NCc1cc(C(F)(F)F)cc(C(F)(F)F)c1)C1CC(c2c(Cl)cccc2Cl)=NO1 (centres undefined)	-4.1	-1.7%	-3.7	-2.2%	u	4.3%	19.9%
CN1CCN(C(=O)c2ccc(CN3CCOCC3)cc2)CC1	3.3	-7.8%	-4.7	13.7%	x	8.8%	1.3%
CC(C)C(=O)NC(NC(=S)Nc1cccc2cccnc12)C(Cl)(Cl)Cl (centres undefined)	-0.9	0.8%	2.6	u	-16.2%	-19.1%	38.7%[activator]
O=C(N/N=C1\CCSc2ccc(F)cc21)c1cccnc1	-2.8	-8.6%	-9.5	5.7%	18.5%	3.1%	6.1%
COc1ccc(Cc2nnc(Nc3ccc(C)cc3C)[nH]c2=O)cc1	-2.7	7.1%	-8.0	-29.1%	u	-6.1%	1.8%

Part of the list above in order of formula weight, falling.
structure	Cycloheximide cs	LmPK inh	Shiga toxin inh	Pf growth 48h	Pf growth 96h	Tb PYK inh	AMA1 RON2 block
COc1ccc(Cc2nnc(Nc3ccc(C)cc3C)[nH]c2=O)cc1	-2.7	7.1%	-8.0	-29.1%	u	-6.1%	1.8%
CN1CCN(C(=O)c2ccc(CN3CCOCC3)cc2)CC1	3.3	-7.8%	-4.7	13.7%	x	8.8%	1.3%
O=C(N/N=C1\CCSc2ccc(F)cc21)c1cccnc1	-2.8	-8.6%	-9.5	5.7%	18.5%	3.1%	6.1%
N=c1n(-c2ccccc2)c(O)cc(=O)n1-c1ccccc1	-2.2	-0.5%	-8.3	4.6%	22.5%	-4.7%	4.4%

(list continues)
structure	Cycloheximide cs	LmPK inh	Shiga toxin inh	Pf growth 48h	Pf growth 96h	Tb PYK inh	AMA1 RON2 block
Cc1ccc(S(=O)(=O)N2CCN(C(=O)CSC(=S)N3CCCC3)CC2)c(C)c1	x	x	x	u	u	-0.9%	4.9%
CC1=CC=CN2C1=NC(=O)CC2(C)C(=O)N(CC(=O)NC1CCCC1)Cc1ccccc1 (centres undefined)	-3.2	-1.1%	-3.8	20.2%	12.2%	3.0%	5.2%
O=C(CSc1nc2ccccc2c(=O)[nH]1)Nc1ccc(Br)cc1	7.9	-9.8%	-14.3	11.0%	1.0%	3.2%	-3.8%
O=C(/C=C/c1ccco1)Nc1scc(-c2ccccc2)c1C(=O)O	22.2*	-18.7%	29.5	u	213.4%[activator]	-15.6%	14.2%
CCOC(=O)C1=C(O)C(=O)N(Cc2cccnc2)C1c1ccc(OC)cc1 (centres undefined)	0.9	-3.0%	-7.1	21.4%	-52.9%[5.75 µM]	1.7%	-8.3%
CC(C)CN(C(=O)CN1CCOCC1)c1c(N)n(CC(C)C)c(=O)[nH]c1=O	-3.6	3.3%	-13.8	20.6%	u	0.8%	4.8%
O=C(NCC(c1cccs1)N1CCOCC1)c1ccc(Cl)cc1 (centres undefined)	x	x	x	-2.8%	-0.4%	-11.3%	8.6%
Cn1c(N)c(C(=O)COC(=O)CN2C(=O)c3ccccc3C2=O)c(=O)n(C)c1=O	9.3	0.2%	-5.0	13.1%	47.8%[activator]	-7.9%	-9.9%
CSc1cccc(NC(=O)C(C)C)c1	7.1	1.1%	10.0	17.3%	-2.3%	-6.4%	14.5%
COc1ccc(N(C(=O)CNC(=O)c2ccco2)C(C(=O)NC2CCCC2)c2ccc(C)o2)cc1 (centres undefined)	2.7	8.0%	4.1	u	0.9%	-0.3%	17.6%
Cc1ccc(NC(=O)c2cc(C(C)(C)C)nn2Cc2ccccc2)cc1	12.0*	7.9%	4.3	8.28µM*	9.28µM*	0.3%	7.1%
COc1ccc(/C=C2\SC(=O)N(CC(=O)NCCC(C)C)C2=O)cc1OC	-4.1	5.3%	-2.6	3.4%	8.1%	-15.4%	-0.8%
c1ccc(-c2noc(-c3cccc4ccccc34)n2)nc1	42.6*	u	40.6*	275.0%[activator]	14.0%	1.1%	55.6%[activator]
COc1ccc(/C(C)=N\NC(=O)C(c2ccncc2)N2CCOCC2)cc1 (centres undefined)	-2.6	-2.2%	10.5	10.6%	22.4%	-8.8%	17.7%
Cc1ccc(NC2CCCN(C(=O)CCN3CCCCO3)C2)cc1C (centres undefined)	-2.5	3.8%	10.2	3.0%	4.8%	-9.5%	-3.5%
CCOc1ccc(N=C2NC(=O)S/C2=C\c2ccc(N(C)C)cc2)cc1	21.6*	-9.9%	59.2*	82.1%[activator]	98.0%[activator]	1.7%	u
Oc1c(Br)cc(/C=N/n2c(-c3ccccc3)n[nH]c2=S)c(Br)c1O	-2.0	-10.7%	-11.9	89.4%[activator]	u	x	x
COCC(=O)N1CCC(Oc2ccc(C(=O)NCc3cc(C)no3)cc2)CC1	-0.6	-5.4%	7.2	8.2%	4.15µM*	0.4%	17.9%
Cc1ccc(C)c(OCC(=O)Nc2cc(C(=O)O)cc(C(=O)O)c2)c1	-1.0	8.8%	-9.1	u	19.6%	-21.5%	8.3%
O=C(CSc1nnc(-c2cccc(S(=O)(=O)N3CCCCC3)c2)o1)c1ccc[nH]1	10.4	3.4%	31.8	u	16.5%	0.4%	4.3%
CCCC(C)C(=O)Nc1cc(S(=O)(=O)N2CCCCC2)ccc1N1CCOCC1 (centres undefined)	x	x	x	u	u	6.4%	1.1%
CCOc1ccccc1Nc1ncccc1C(=O)N1CCCC1	14.0	-2.6%	23.7	u	9.4%	-5.3%	-4.9%
Cc1c(NC(=O)C2(c3ccccc3)CCOCC2)c(=O)n(-c2ccccc2)n1C	-3.0	-2.0%	2.3	-5.7%	10.8%	1.0%	0.0%
Nc1ccccc1NC(=O)c1ccccc1N	35.5*	-1.1%	30.4*	60.0%[activator]	46.4%[activator]	-3.3%	1.4%
COc1cccc(CN(CC(=O)NCc2ccco2)C(=O)CNS(=O)(=O)c2ccccc2)c1	-4.9	1.1%	-9.7	-10.9%	-2.6%	-2.4%	-13.1%
O=C(/C=C/c1ccccc1)NC(=S)Nc1ccccc1O	33.0*	-5.8%	81.2*	51.0%[activator]	-15.2%	7.5%	45.0%[activator]
O=C(O)CSc1nnc(CNc2cccc(C(F)(F)F)c2)n1Cc1ccco1	-4.1	1.9%	6.0	17.7%	6.57µM*	-7.4%	-15.9%
